Screening results: PubChem, several laboratories
FLuc inhib CS – counter-screen for luciferase assay inhibitors: firefly luciferase inhibition; ATPLite firefly luciferase biochemical luminescence, 10 min; AID 1006; P08659; inhibition, % at 10 µM; actives 1.5% (n = 200,000);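 active means inhibition above about 50% when tested at 10 µM, limit read from the data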
Target sequence (P08659 whole entry, looked up): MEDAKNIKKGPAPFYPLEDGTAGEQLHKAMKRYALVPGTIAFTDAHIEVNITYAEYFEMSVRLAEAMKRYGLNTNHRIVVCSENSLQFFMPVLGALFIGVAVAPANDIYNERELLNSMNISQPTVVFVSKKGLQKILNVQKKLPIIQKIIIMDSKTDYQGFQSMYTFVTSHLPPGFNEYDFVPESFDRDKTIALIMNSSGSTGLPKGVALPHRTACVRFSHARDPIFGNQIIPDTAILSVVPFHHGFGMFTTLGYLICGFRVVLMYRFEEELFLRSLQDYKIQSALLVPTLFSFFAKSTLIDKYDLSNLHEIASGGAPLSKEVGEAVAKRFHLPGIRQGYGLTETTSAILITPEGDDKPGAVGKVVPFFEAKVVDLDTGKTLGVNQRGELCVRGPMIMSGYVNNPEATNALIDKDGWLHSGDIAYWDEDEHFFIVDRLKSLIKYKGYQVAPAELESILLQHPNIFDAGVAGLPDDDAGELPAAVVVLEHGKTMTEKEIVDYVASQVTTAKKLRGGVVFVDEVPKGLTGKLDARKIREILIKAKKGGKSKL
APP 5'UTR act – activates APP 5'UTR luciferase reporter. SH-SY5Y APP 5'UTR luciferase reporter, luminescence; zero percent = DMSO vehicle wells. activation, % at 2 µM. actives 1% (n = 190,000). AID 1276;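 active means activation above a set limit, based on mean plus 3 SD of controls, cut at about 140% in these data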; further: values of inactives mirror those of a sister screen read the other way
APP transl inh – APP translation inhibition | SH-SY5Y APP 5'UTR-luciferase reporter, luminescence | actives 0.82% (n = 190,000) | inhibition, % at 2 µM;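 active means inhibition above a set limit, derived from the sample mean plus 3 SD, cut at about 45% in these data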; further: values of inactives mirror those of a sister screen read the other way
NF-kB neuron act – compounds increasing NF-kB expression in human neuronal cells. NF-kB reporter expression; stronger effect = higher value. fold change at 12.5 µM. actives 1.6% (n = 190,000). AID 1239; in the data active means fold change above about 3.3
G6PDH counter – L. mesenteroides G6PDH inhibition counter-screen. Purified L. mesenteroides G6PDH, diaphorase/resazurin coupled fluorescence, 45 min. inhibition, % at 5 µM. actives 0.12% (n = 200,000); in the data active means inhibition above about 50%
TLR4 MyD88 comp – inhibitors of human TLR4-MyD88 binding | HeLa CL3-4 TLR4/MyD88 BLA complementation, FRET ratio | inhibition, % at 8.4 µM | O00206+Q99836 | actives 0.18% (n = 200,000); in the data active means inhibition above about 25%;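 further: 0% = vehicle and 100% = reference inhibitor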
Diaph inh CS – inhibits diaphorase or chemically oxidizes, flagging diaphorase assay artifacts. AID 1217. inhibition, % at 20 µM. diaphorase resazurin-to-resorufin fluorescence, NADH, 16 min; bacterial (C. kluyveri) enzyme, not human. actives 0.69% (n = 190,000);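 active means primary screen inhibition at 20 µM above a set limit, cut at about 50% in these data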;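 further: plate controls were DMSO with full reaction for no effect and wells lacking NADH for full effect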
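System: Bacterial diaphorase enzyme (C. kluyveri) | Incubation: 16-min room-temperature incubation before reading | Benchmarks: No-NADH positive control and DMSO neutral control | Measured by: Resorufin fluorescence 544/590 nm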
Diaphorase act – diaphorase activation or chemical reduction counter-screen; Diaphorase/resazurin coupled assay, resorufin fluorescence, 16 min; stronger effect = higher value; 1 = vehicle wells, 0 = NADH-free wells; activation factor at 20 µM; actives 0.005% (n = 190,000); AID 1229;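 active means diaphorase activity raised at least twofold by the compound at 20 µM; inactive means activation factor below 2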
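Assay system: Purified diaphorase enzyme from Clostridium kluyveri | Amount: Enzyme 0.07 U/mL final | Dosing: Compound 20 µM once, DMSO 1% | Timing: 16 min reaction at room temperature | Detection: Fluorescence, excitation 544 nm and emission 590 nm | Evaluation: Higher resorufin formation from activation or reduction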
FLuc act counter – affects firefly luciferase, flagging false hits in luciferase stimulation screens; P08659; 200,000 tested, under 10 active; ATPlite luciferase biochemical, luminescence, 10 min; 0 = ATP-free wells, 1 = DMSO control; activation factor at 10 µM;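 active means luciferase activation factor, scaled between plate controls, of at least 2 with compound at 10 µM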
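Assay system – cell-free luciferase reagent · Medium – PBS-based ATP solution · Dosing – test compounds dosed from 2 mM stocks in 100% DMSO · Timing – 10 min, room temperature · Technique – light output (luminescence) · Measure – luminescence gain marking luciferase activators · Controls – No-ATP low control, compound-free enzyme-plus-ATP high control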
STAT1 act – activators of IFN-gamma induced STAT1 signaling | NIH 3T3 STAT1-luciferase reporter, luminescence; 100% = IFN-gamma alone, no compound | activation (% of control), % at 5.5 µM | actives 2.6% (n = 200,000) | AID 932;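 active means activation above the screen-wide mean activation plus 3 SD, cut at about 130% in these data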;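 further: raw ratio to IFN-gamma control signal so 100% means no change and 0% no light; values of inactives mirror those of a sister screen read the other way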
* marks the source's active call; other numbers are inactive results; / = no result given.

SMILES	FLuc inhib CS	APP 5'UTR act	APP transl inh	NF-kB neuron act	G6PDH counter	TLR4 MyD88 comp	Diaph inh CS	Diaphorase act	FLuc act counter	STAT1 act
CCN(CC)CCN1C(=O)C(=O)/C(=C(/O)c2c(C)[nH]c(C(=O)OC)c2C)C1c1cccnc1 (centres undefined)	4	5	-5	1.3	32	-1	6	0.9	1	98
CC1(C)CC(=O)NC=C(c2ccccc2)C1	-4	-13	13	0.99	13	7	18	0.8	1	95
Cn1c(C(=O)NCCCN2CCN(c3cccc(Cl)c3)CC2)cc2c(=O)n(C)c3ccccc3c21	-2	-11	11	0.78	-60	-8	-5	1	1	104
COc1ccc(CCNC(=O)COC(=O)Cn2cnc3ccccc32)cc1OC	-5	3	-3	1	2	-10	15	0.9	1.1	96
COc1cc(/C=C2\C(=O)ON=C2c2ccccc2)cc(OC)c1OC	-1	10	-10	1.2	12	0	6	0.9	1	95
CCc1nn(-c2cc(Oc3ccccc3)nc(-c3ccccc3)n2)c(N)c1C#N	-8	-39	39	1.2	2	-10	7	0.9	1.1	95
Cc1cc(C)cc(NS(=O)(=O)c2ccc(NC(=S)NC(=O)c3ccc(Br)o3)cc2)c1	0	-16	16	0.99	-7	0	10	0.9	1	97
CC(=O)N1CCc2cc(S(=O)(=O)Nc3ccccc3N3CCN(C)CC3)ccc21	-6	10	-10	0.87	-4	5	10	0.9	1.1	79
COc1ccc(C(=O)Nc2cccnc2)cc1	5	22	-22	1.7	5	-7	-3	1	0.9	109
CC1=C(C(=O)N2CCCC(CCC(=O)NCc3ccccc3F)C2)OCCO1 (centres undefined)	-5	-2	2	1.5	7	1	-1	1	1.1	105
CC1Cc2ccccc2N1C(=O)CCn1c(=O)oc2ccccc21 (centres undefined)	-6	13	-13	0.87	-3	-5	0	1	1.1	105
CCCn1c(SCC(=O)Nc2ccc3c(c2)CCC3)n[nH]c1=O	-3	18	-18	0.99	1	-5	13	0.9	1	105
COC(=O)C1=CN(C(C)C)C=C(C(=O)OC)C1c1cc(Br)c(OC)c(OC)c1	-4	-7	7	0.8	2	-9	25	0.8	1	96
Cc1cccc(C2CC(c3ccc(Br)cc3)Nc3nc(N)nn32)c1 (centres undefined)	-2	-9	9	0.97	4	8	16	0.8	1	102
Oc1ccc2ccccc2c1C=Nc1cc(C(F)(F)F)ccc1N1CCCC1	-4	6	-6	1.2	8	-3	32	0.7	1	99
COc1ccc(-c2nc(CSCC(=O)NC3CCCc4ccccc43)c(C)o2)cc1 (centres undefined)	-3	1	-1	0.91	2	-2	30	0.7	1	99
COc1ccc(NC(=O)CC(C)C)c([N+](=O)[O-])c1	-4	11	-11	1.3	3	-1	4	1	1	94
CN1CCN(Cc2nc(-c3cccs3)no2)CC1c1ccccc1 (centres undefined)	0	-8	8	1.2	1	1	-16	1.2	1	101
Cc1ccc(C(=O)Nc2ccc(CN3CCCCC3)cc2)c(C)c1	2	-8	8	1	8	3	7	0.9	1	104
O=C(NC1CCCCC1)NC1CC2CCC(C1)N2C(=O)NC1CCCCC1 (centres undefined)	-6	-6	6	1.5	1	5	10	0.9	1.1	107
CN1CCN(CCC(=O)Nc2ccccc2Cl)CC1	-8	-5	5	1.2	-8	-9	9	0.9	1.1	101
CNC(=O)c1sccc1-n1cccc1	-5	-2	2	1.1	10	-7	4	1	1.1	102
N#Cc1nc(Cc2ccccc2)oc1NCc1cccnc1	-1	22	-22	1.4	17	11	6	0.9	1	104
Cc1nc(NC(=O)COc2ccc(Cl)cc2)sc1C(=O)N(C)C	2	4	-4	1	8	-11	11	0.9	1	89
Cc1cc2cc3c(N)[nH]nc3nc2cc1C	43	-6	6	1.2	6	-8	11	0.9	0.6	110
Additional entries:
SMILES	FLuc inhib CS	APP 5'UTR act	APP transl inh	NF-kB neuron act	G6PDH counter	TLR4 MyD88 comp	Diaph inh CS	Diaphorase act	FLuc act counter	STAT1 act
CC1=C(C(=O)OC2CCCCC2)C(c2ccco2)n2ncnc2N1 (centres undefined)	-10	10	-10	1.3	4	/	14	0.9	1.1	/
CCOC(=O)NC(=O)C(=CNc1cccc(OC)c1)C(=O)NC(=O)OCC	-2	1	-1	1.2	4	7	14	0.9	1	94
CC(=O)N=c1sc2cc(C)ccc2n1C	-6	0	0	1.2	2	6	12	0.9	1.1	96
COc1ccc(N/C=C2\CCc3ccccc3C2=O)cc1	92*	156*	-156	1.8	62*	3	90*	0.1	0.1	28
COc1ccc(CCNC(=O)CSc2nnc(NC(C)=O)s2)cc1OC	-4	-17	17	1.1	10	-3	10	0.9	1	97
COc1ccc(/C=C(\C#N)C(=O)OCC(=O)NC(=O)NCCC(C)C)cc1	0	12	-12	1.1	-6	-6	0	1	1	102
Cc1onc(-c2ccccc2)c1C(=O)Nc1cccc(OC(C)C)c1	-8	5	-5	1.4	4	-3	10	0.9	1.1	96
CCN1c2ccccc2NC2C1C(C(C)=O)C(=O)N2c1ccc(Cl)cc1 (centres undefined)	-7	11	-11	0.83	17	4	45	0.6	1.1	98
Cc1ccc(Nc2nc(N)nc(CSc3nc4ccccc4s3)n2)cc1	-5	11	-11	2	10	7	28	0.7	1.1	102
COc1ccc(CC(=O)N2CC(C)CC(C)C2)cc1 (centres undefined)	0	25	-25	1.3	3	6	-1	1	1	96
COc1cc2nc(C3CC3)n(NC(=O)c3ccc(Cl)cc3)c(=O)c2cc1OC	-4	8	-8	1.2	5	12	14	0.9	1	91
CCC1(c2ccccc2)NC(=O)N(CC(=O)N2CCN(S(=O)(=O)c3ccccc3)CC2)C1=O (centres undefined)	0	-7	7	0.95	3	-12	-4	1	1	96
O=C(NCCO)C1(c2ccc(Cl)cc2)CCCC1	-3	11	-11	1.2	1	-7	4	1	1	93
Fc1ccc(C2C3=C(Nc4ncnn42)c2ccccc2OC3c2ccncc2)cc1 (centres undefined)	-2	-21	21	1	0	1	34	0.7	1	98
CC(C)(C)NC(=O)c1ccc(Sc2ccccc2)c([N+](=O)[O-])c1	-3	-18	18	1.1	-15	6	22	0.8	1	95
Cc1ccc2cc(CCNC(=O)c3ccco3)c(=O)[nH]c2c1	-2	47	-47	2.4	7	-1	6	0.9	1	128
O=C(NCC(=O)N(c1cccnc1)C(C(=O)NC1CCCC1)c1cccs1)c1ccco1 (centres undefined)	-6	-19	19	1.2	4	-13	2	1	1.1	100
Cc1cccc(CN2CCN(C(=O)CCc3nnc(C4CCCCC4)o3)CC2)c1	-5	-18	18	1.3	8	8	12	0.9	1.1	108
Cc1ccc(S(=O)(=O)NCCC(=O)Nc2nnc(C3CC3)s2)cc1C	-6	3	-3	0.77	2	3	10	0.9	1.1	102
CC1=C(C(=O)Nc2ccccc2)C(c2ccc(C)o2)n2c(s/c(=C/c3ccccc3)c2=O)=N1 (centres undefined)	-2	3	-3	1.7	5	23	4	1	1	97
O=C(c1cccs1)N(Cc1cc2ccccc2[nH]c1=O)c1ccccc1	-4	4	-4	1.1	6	1	4	1	1	91
CCn1c(C)cc(/C=C2\NC(=O)N(CC(=O)Nc3ccc(F)cc3)C2=O)c1C	9	4	-4	1.2	18	11	6	0.9	0.9	89
COc1cc(/C=N/O)ccc1OCc1ccccc1Cl	37	186*	-186	7.2*	10	9	17	0.8	0.6	182*
CN(C)C(=O)Cn1c(SCC(=O)NCc2ccc3c(c2)OCO3)nc2ccccc21	-2	6	-6	1.1	8	25	12	0.9	1	93
COc1ccc(C(=O)Nc2ccc(N3CCN(C(=O)C(C)C)CC3)cc2)cc1[N+](=O)[O-]	-2	-11	11	0.98	7	-8	6	0.9	1	96

As entered above:
In Diaphorase act, Cc1onc(-c2ccccc2)c1C(=O)Nc1cccc(OC(C)C)c1 has the entry 0.9
In Diaphorase act, Cc1ccc2cc(CCNC(=O)c3ccco3)c(=O)[nH]c2c1 has the entry 0.9
In STAT1 act, COc1cc(/C=N/O)ccc1OCc1ccccc1Cl has the entry 182*
In Diaph inh CS, CN(C)C(=O)Cn1c(SCC(=O)NCc2ccc3c(c2)OCO3)nc2ccccc21 has the entry 12

3 of these compounds, reformatted.
canonical_smiles | FLuc inhib CS | APP 5'UTR act | APP transl inh | NF-kB neuron act | G6PDH counter | TLR4 MyD88 comp | Diaph inh CS | Diaphorase act | FLuc act counter | STAT1 act
Cc1cc2cc3c(N)[nH]nc3nc2cc1C | 43 | -6 | 6 | 1.2 | 6 | -8 | 11 | 0.9 | 0.6 | 110
CC1=C(C(=O)OC2CCCCC2)C(c2ccco2)n2ncnc2N1 (centres undefined) | -10 | 10 | -10 | 1.3 | 4 | / | 14 | 0.9 | 1.1 | /
CCOC(=O)NC(=O)C(=CNc1cccc(OC)c1)C(=O)NC(=O)OCC | -2 | 1 | -1 | 1.2 | 4 | 7 | 14 | 0.9 | 1 | 94

Additional entries.
SMILES	FLuc inhib CS	APP 5'UTR act	APP transl inh	NF-kB neuron act	G6PDH counter	TLR4 MyD88 comp	Diaph inh CS	Diaphorase act	FLuc act counter	STAT1 act
S=C(Nc1ccccc1)N1CCN(C2CCCCC2)CC1	-2	9	-9	1	2	1	7	0.9	1	106
CCOc1ccccc1C(=O)NC1CC2CCCC(C1)N2Cc1nnnn1Cc1ccco1 (centres undefined)	-7	-3	3	1.1	4	-7	16	0.8	1.1	101
CCCC(=O)Nc1ccccc1NC(=O)c1ccc(OC(C)=O)cc1	-13	19	-19	1.6	4	-5	-2	1	1.1	97
Cc1cc(S(=O)(=O)Nc2ccc3ccccc3c2)c(C)s1	-5	-36	36	1.2	-3	-4	17	0.8	1.1	96
COc1cc(/C=N/NC(=O)c2ccncc2)ccc1OCCN1CCCCC1	-9	-2	2	0.85	2	-14	-2	1	1.1	101
CCC(C)(C(=O)NC1CCCC1)N(Cc1cccs1)C(C)=O (centres undefined)	-8	-21	21	1.1	6	-4	10	0.9	1.1	100

Three entries out of the list, ordered by molecular weight, highest first.
SMILES	FLuc inhib CS	APP 5'UTR act	APP transl inh	NF-kB neuron act	G6PDH counter	TLR4 MyD88 comp	Diaph inh CS	Diaphorase act	FLuc act counter	STAT1 act
CCn1c(C)cc(/C=C2\NC(=O)N(CC(=O)Nc3ccc(F)cc3)C2=O)c1C	9	4	-4	1.2	18	11	6	0.9	0.9	89
CCC(C)(C(=O)NC1CCCC1)N(Cc1cccs1)C(C)=O (centres undefined)	-8	-21	21	1.1	6	-4	10	0.9	1.1	100
COc1ccc(CC(=O)N2CC(C)CC(C)C2)cc1 (centres undefined)	0	25	-25	1.3	3	6	-1	1	1	96
